PV pol inh = inhibitors of poliovirus RNA polymerase binding and polymerization; P03300; poliovirus polymerase elongation, fluorescence polarization; stronger effect = lower value; % elongation, % (compound at 16.7 µg/mL); 0.66% of 150,000 active; AID 588519; in the data active = % elongation below about 90%; note: some results filed as inactive read as strong as hits
Target sequence (P03300 1749-2209 limits assumed): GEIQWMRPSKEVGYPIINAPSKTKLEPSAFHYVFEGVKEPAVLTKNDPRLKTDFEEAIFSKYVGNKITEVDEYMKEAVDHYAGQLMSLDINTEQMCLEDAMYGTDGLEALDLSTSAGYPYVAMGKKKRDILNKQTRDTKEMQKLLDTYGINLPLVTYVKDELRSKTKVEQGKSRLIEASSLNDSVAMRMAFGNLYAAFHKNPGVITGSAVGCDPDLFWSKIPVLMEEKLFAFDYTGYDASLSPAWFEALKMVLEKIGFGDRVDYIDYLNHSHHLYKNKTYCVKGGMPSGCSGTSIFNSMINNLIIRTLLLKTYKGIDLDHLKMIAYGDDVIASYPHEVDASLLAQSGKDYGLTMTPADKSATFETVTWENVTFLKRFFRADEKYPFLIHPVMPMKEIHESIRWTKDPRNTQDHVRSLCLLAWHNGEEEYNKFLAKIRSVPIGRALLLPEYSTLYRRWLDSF
PV pol inh FP z-score = also measured in PV pol inh; calls as there; z-score; measured here: FP z-score; hits read low
* = called active by the depositor; & = joins results of further samples. These rows are one share of the data; the hit share may differ from the screen's.

SMILES | PV pol inh | PV pol inh FP z-score
Cc1ccc(CCNC(=O)C(NS(=O)(=O)c2ccc3c(c2)oc(=O)n3C)C(C)C)cc1 (stereo unspecified) | 104 | -0.8
O=C(COc1ccccc1F)Nc1nnc(S(=O)(=O)N2CCCCCC2)s1 | 112 | 0.8
CC(C)(O)CNS(=O)(=O)c1ccccc1 | 105 | 0.4
Cc1c(C(=O)N(Cc2cccc(Cl)c2)Cc2ccco2)oc2ccccc12 | 104 | -0.6
COc1ccc2cc(C(=O)NCC(=O)O)sc(=O)c2c1OC | 101 | 0.2
CCOc1ccccc1CNC(=O)CCc1c(C)nn(-c2ccc(N3CCCC3)nn2)c1C | 100 | -1.1
CCn1cc(C(=O)N2CCN(c3cccc(C)c3C)CC2)c2cc(OC)c(OC)cc2c1=O | 101 | -0.4
N#C/C(=C1\CCCN1)c1ccccn1 | 101 | -0.2
CCn1c(-c2ccccc2)c(C(=O)CC#N)c2ccccc21 | 107 | 0.9
O=C(CN1CCCC1)N/N=C/c1c(O)ccc2ccccc12 | 109 | 2.1
Cc1ccc2nc(Cl)c3cc(C(=O)N4CCCC(C)C4)sc3c2c1 (stereo unspecified) | 101 | -0.5
Cc1ccc(C)c(N2CCN(c3ncnc4onc(C)c34)CC2)c1 | 111 | 0.6
COc1ccccc1NC(=O)Cn1c(=O)n(Cc2nc(-c3ccccc3)no2)c(=O)c2ccccc21 | 107 | -0.3
NC(N)=NS(=O)(=O)c1ccc(N/C=C2/CCc3ccccc3C2=O)cc1 | 103 | 0.4
O=C(CCCCn1c(=O)[nH]c2ccsc2c1=O)NCc1ccccc1 | 100 | 0.1
CSc1nc2c(cc1C#N)CCC2 | 100 | 0
CCOCCOC(=O)c1ccc2c(c1)N(Cc1ccccc1C#N)C(=O)c1ccccc1S2(=O)=O | 105 | -0.4
COc1ccccc1NC(=O)CC1S/C(=N\N=C(/C)c2ccccc2)NC1=O (stereo unspecified) | 102 | 0.4
COc1ccc(Cl)cc1C(=O)NCCc1ccc(S(=O)(=O)NC(=O)NC2CCCCC2)cc1 | 101&98&102&101 | -0.2&-0.6&0.7&0.3
COc1ccc(N(CC(=O)N2CCN(c3cc(C)ccc3C)CC2)S(=O)(=O)c2c(C)noc2C)cc1 | 110 | 1.1
COc1cc(Cl)c(C)cc1NC(=O)Cn1cnc2sc(C)c(S(=O)(=O)N3CCCCC3)c2c1=O | 108 | 0.5
O=C(Nc1ccc(C(F)(F)F)cc1)c1cc(S(=O)(=O)NC2CCCCC2)ccc1F | 113 | 1
Cc1cccc(N=C2NC(=O)/C(=C3/C(=O)N(CC(=O)O)c4ccccc43)S2)c1C | 103 | 0.3
COc1ccc(OCCn2cc(C(=O)c3ccco3)c3ccccc32)cc1 | 109 | 0.6
O=C(NCCCN1CCOCC1)c1ccc2c(c1)N(Cc1cccc(Cl)c1)C(=O)c1ccccc1S2 | 110 | -0.1
O=S(=O)(NCC1CN(Cc2ccccc2)CN(Cc2ccccc2)C1)c1ccc(Cl)cc1 | 105 | 0.2
C=CCC1(CC=C)C(=O)N(C)C(=O)N(C)C1=O | 100 | -0.4
C=C(C)C(=O)OC1CC(C)=C2C(=O)C=C(C)C2C2OC(=O)C(C)(OC(=O)C(=C)C)C12 (stereo unspecified) | 100 | 0
CCNC(=S)N(CCc1c(C)[nH]c2ccccc12)Cc1ccco1 | 99 | -0.5
Cc1cc(N(Cc2cccc(Cl)c2Cl)C(=O)c2ccccc2)no1 | 108 | 0.9
CCn1c(=NC(=O)C2COc3ccccc3O2)sc2cccc(F)c21 (stereo unspecified) | 95 | -1.4
c1n[nH]c(SCc2cn3ccsc3n2)n1 | 105 | 0.4
CCc1nnc(NC(=O)[C@@H]2CCCN2C(=O)c2cccs2)s1 | 102 | -0.1
CC1=C(C(=O)O)SC2=NCCCCN21 | 100 | -0.5
Cc1ccccc1-n1nnnc1SCC(=O)N1CCCc2ccccc21 | 106 | 0.5
CN1C(=O)c2ccc(C(=O)NCCCn3ccnc3)cc2C1=O | 99 | -1.1

The final 7 entries of the section above come first, to join the parts.
SMILES | PV pol inh | PV pol inh FP z-score
Cc1cc(N(Cc2cccc(Cl)c2Cl)C(=O)c2ccccc2)no1 | 108 | 0.9
CCn1c(=NC(=O)C2COc3ccccc3O2)sc2cccc(F)c21 (stereo unspecified) | 95 | -1.4
c1n[nH]c(SCc2cn3ccsc3n2)n1 | 105 | 0.4
CCc1nnc(NC(=O)[C@@H]2CCCN2C(=O)c2cccs2)s1 | 102 | -0.1
CC1=C(C(=O)O)SC2=NCCCCN21 | 100 | -0.5
Cc1ccccc1-n1nnnc1SCC(=O)N1CCCc2ccccc21 | 106 | 0.5
CN1C(=O)c2ccc(C(=O)NCCCn3ccnc3)cc2C1=O | 99 | -1.1
COc1cc2c(cc1OC)C1CC(=O)C(CC(C)C)CN1CC2 (stereo unspecified) | 104 | 0.2
O=C(C1CCN(S(=O)(=O)Cc2ccccc2)CC1)N1CCCc2ccccc21 | 101 | 0
CC1(C)c2ccccc2-n2c1cc1oc(=O)cc(O)c1c2=O | 103 | 0.7
CCOC(=O)c1ccc(NC(=O)/C=C/c2cccs2)cc1 | 103 | 0.7
CCCc1n[nH]c2c1/C(=N\O)CC(c1ccccc1)C2 (stereo unspecified) | 101 | -0.6
O=C(C1=COCCO1)N1CCN(C(c2ccccc2)c2ccccc2)CC1 | 99 | 0.2
CCn1c(SCC(=O)Nc2ccccc2C(=O)NC2CC2)nc2cc(S(N)(=O)=O)ccc21 | 104 | 0.1
CC1=C(c2ccccc2)SC2=NCCN21 | 101 | -0.7
CNC(=S)Nc1ccc2[nH]c(=O)[nH]c2c1 | 106 | 0.4
CCOC(=O)c1cnc2ccc(OCC)cc2c1N(C)Cc1ccccc1 | 104 | 0.4
COc1ccc(C(CNC(=O)c2oc3ccccc3c2C)N2CCCCC2)cc1 (stereo unspecified) | 110 | 0.9
O=C(CCCn1c(=O)c2cccn2c2ccccc21)NCC1CCCO1 (stereo unspecified) | 101 | -0.2

4 entries from above, reformatted:
> CCOC(=O)c1cnc2ccc(OCC)cc2c1N(C)Cc1ccccc1
- PV pol inh: 104
- PV pol inh FP z-score: 0.4
> COc1cc2c(cc1OC)C1CC(=O)C(CC(C)C)CN1CC2 (stereo unspecified)
- PV pol inh: 104
- PV pol inh FP z-score: 0.2
> O=C(C1CCN(S(=O)(=O)Cc2ccccc2)CC1)N1CCCc2ccccc21
- PV pol inh: 101
- PV pol inh FP z-score: 0
> O=C(CCCn1c(=O)c2cccn2c2ccccc21)NCC1CCCO1 (stereo unspecified)
- PV pol inh: 101
- PV pol inh FP z-score: -0.2

The list goes on:
SMILES | PV pol inh | PV pol inh FP z-score
O=C(Nc1c(-c2ccc(F)cc2)nc2ccccn12)c1cccc(F)c1 | 102 | -0.8
O=C(OC1CCOC1=O)C1CCN(S(=O)(=O)c2ccccc2)CC1 (stereo unspecified) | 101 | -0.1
S=C(NCC1CCCO1)SCc1cn2cccnc2n1 (stereo unspecified) | 96 | -0.6
O=S(=O)(c1ccc(N(C(F)F)S(=O)(=O)c2ccc(Cl)cc2)cc1)N1CCOCC1 | 101 | 0.3
COc1cccc(CNC(C)(C)CO)c1OCc1ccc(Cl)cc1 | 102 | 0.2
NCCC(=O)N1CCCC1 | 105 | 0.4
O=C(c1ccco1)N1CCN(Cc2ccc(F)cc2)CC1 | 101 | 0.3
O=C(COc1ccccc1Cl)Nc1ccccc1OCc1cc(=O)n2ccccc2n1 | 110 | 0.9
O=C(O)c1cccc(Nc2nc(-c3ccccc3)c3ccccc3n2)c1 | 101 | -0.1
O=C(COc1c(-c2ccccc2)oc2ccccc2c1=O)N1CCOCC1 | 100 | -1
O=C(NC1CC2CCC1C2)c1ccc(CN2CCN(c3ccccc3)CC2)cc1 (stereo unspecified) | 100 | -0.1
Cc1ccnc(SC2CC(=O)N(c3ccc(C)c(C)c3)C2=O)n1 (stereo unspecified) | 102 | 0.4
NNC(=O)CNC(=O)c1cc(Cl)ccc1Cl | 98 | -0.6
CN(C)CP(=O)(O)CCc1ccccc1 | 99 | -0.5
O=C(Cn1ncc2c3ccccc3n(Cc3cccc(Cl)c3)c2c1=O)N1CCCC1 | 112 | 3.7
CCOc1ccccc1NCC(=O)Nc1ccccc1C#N | 104 | 0.2
COc1ccc2c(c1)sc1ncc(C(=O)NCc3ccc(Cl)cc3)c(=O)n12 | 111 | 0.2
O=C(CCc1nnc2ccc(NCc3ccco3)nn12)Nc1cccnc1 | 102 | 0.7
Cc1ccn2c(Nc3ccc4c(c3)OCCO4)c(-c3cccs3)nc2c1 | 110 | 0.6
Cc1nn(-c2ccccc2)c(N)c1C1(O)C(=O)Nc2ccccc21 (stereo unspecified) | 101 | -0.1
CC1SC(=Nc2ccc(S(=O)(=O)N3CCOCC3)cc2)NN=C1C12CC3CC(CC(C3)C1)C2 (stereo unspecified) | 99 | -0.5
COc1ccc(C(=O)Oc2ccc(/C=N/N=C3\NC(=O)CS3)cc2OC)cc1 | 101 | -0.3
CCOC(=O)c1cc(-c2ccc(C)cc2)n(CCCC(=O)Nc2cc(C)ccc2C)c1 | 100 | -0.8
CC(C)(C)CC(=O)Nc1nnc2n1CCS2 | 114 | 1.6
COc1cccc(OC)c1C(=O)NC(=S)Nc1ccc2[nH]c(=O)[nH]c2c1 | 100 | -0.4
Cc1ccc(CN(C)C(=O)COc2ccccc2C#N)o1 | 110 | 0.9
Cc1cccc(C(=O)NCCc2sc(-c3ccccc3)nc2C)c1 | 109 | 0.4
CCOC(=O)c1cccc(NC(=O)c2nn(-c3ccc(OC)cc3)c(=O)c3c2c2ccccc2n3C)c1 | 106 | -0.3
CCOc1ccc(C2CC(=O)Nc3c2c(=O)nc(SCc2ccccc2C)n3C)cc1OC (stereo unspecified) | 102 | -1
COC(=O)c1cc(Cn2cc(C(F)(F)F)cc(Cl)c2=O)oc1C | 99 | -0.5
CCN(CC)CCc1c(C)c2ccc(O)cc2oc1=O | 92 | -2.3
O=C(O)C1C2CCC(C2)C1C(=O)NCCCN1CCCC1=O (stereo unspecified) | 100 | -1.1
O=S(=O)(Nc1ccc(N2CCCCC2)cc1)c1ccc(-c2cc(C(F)(F)F)on2)s1 | 104 | 0.5
CC(=O)Nc1cccc(-c2nnc(-c3cccc(C)c3)o2)c1 | 101 | -0.5
O=C(NCc1ccccc1)C(C(=O)c1ccccc1)n1ccccc1=O (stereo unspecified) | 104 | 0.1
Cc1ccccc1NC(=O)CSc1cn(CC(=O)N2CCCC2)c2ccccc12 | 105 | 0.4

Random excerpt: 3 compounds from above
SMILES | PV pol inh | PV pol inh FP z-score
Cc1ccccc1NC(=O)CSc1cn(CC(=O)N2CCCC2)c2ccccc12 | 105 | 0.4
COc1cccc(OC)c1C(=O)NC(=S)Nc1ccc2[nH]c(=O)[nH]c2c1 | 100 | -0.4
CC(=O)Nc1cccc(-c2nnc(-c3cccc(C)c3)o2)c1 | 101 | -0.5

(listing goes on)
SMILES | PV pol inh | PV pol inh FP z-score
CC(C)c1ccc(S(=O)(=O)c2nnn3c2nc(N2CCN(C)CC2)c2sccc23)cc1 | 112 | 0.8
CCOCCSc1nc(=O)n2cc(C)ccc2n1 | 103 | 0.1
O=C(CCNS(=O)(=O)c1ccc2c(c1)OCCO2)NC1CCN(Cc2ccccc2)CC1 | 105 | 0.3
COc1cc(C)cc2oc(=O)c(CC(=O)NCCc3ccc(Cl)cc3)c(C)c12 | 110 | 0.6
Cc1ccc2[nH]c3c(=O)n(CC(=O)N4CCCC(C)C4)ncc3c2c1 (stereo unspecified) | 112 | 0.6
CCC1CCc2nc3sc(C(=O)Nc4ccc(F)c(F)c4)c(N)c3cc2C1 (stereo unspecified) | 115 | 0.7
COc1ccc2c(c1)c1c(c(=O)n(-c3cccc(C)c3)c(=O)n1Cc1cccc(Cl)c1)n2C | 100 | -1.9
O=C(OCc1ccco1)c1cc2ccccc2oc1=O | 105 | 0.8
CCC(=O)N1c2ccc(S(=O)(=O)CCC(=O)Nc3cccc(-c4ccno4)c3)cc2CC1C (stereo unspecified) | 103 | 1.5
COCCNc1ncnc2c1c(-c1ccccc1)cn2-c1ccc(C)c(Cl)c1 | 106 | -0.1
O=c1c2ccccc2ncn1CN1CC=C(c2ccccc2)CC1 | 103 | 0
Cc1ccccc1CNC(=O)C(C)N(c1ccccc1)S(C)(=O)=O (stereo unspecified) | 108 | 0.9
CCc1ccc2[nH]c3nc(SCC(=O)OC(C)C)nnc3c2c1 | 103 | 0.4
CC1CCCCN1C(=O)Cn1ncc2c1-c1ccccc1OC2 (stereo unspecified) | 101 | -0.6
O=C(OCCN=C1NS(=O)(=O)c2ccccc21)c1ccccc1 | 100 | -0.1
O=C1C2=C(C(=O)c3ccccc31)C(c1ccccc1O)c1sc(=O)[nH]c1S2 (stereo unspecified) | 95 | -0.8
CCOC(=O)N1CCN(C(=O)CSc2c3c(nc4ccccc24)CCCC3)CC1 | 99 | -1.1
Cc1cccc(C(=O)n2nc(-c3ccco3)nc2NCc2ccccc2)c1 | 107 | 0.2
CCOC(=O)CSc1nc(-c2ccc3c(c2)OCO3)ccc1C#N | 101 | -0.7
COc1ccc(-c2nc3c4ccccc4n(CC(=O)Nc4cc(F)ccc4F)c(=O)n3n2)cc1 | 107 | 0.2
Cc1c(F)cccc1NS(=O)(=O)c1ccc2c(c1)CCN2S(C)(=O)=O | 102 | 0.2
Cc1ccc(-c2nc(-c3cc4cccc(OCc5ccc(F)cc5)c4oc3=O)no2)cc1 | 108 | 0.7
Fc1ccc(C2c3cccn3CCN2C(=S)Nc2cccc(F)c2)cc1 (stereo unspecified) | 101 | -0.2
CCNC(=O)c1cc(=O)[nH]c2ccccc12 | 94 | -0.5
Cc1nnsc1C(=O)Oc1ccc(-c2n[nH]nc2C#N)cc1 | 88 | -2.4

Screens from PubChem.
